Eya2 phos inh = qHTS Assay for Inhibitors of the Phosphatase Activity of Eya2 | Protein phosphatase EYA2 (Homo sapiens), O00167 | recombinant Eya2, OMFP fluorescence dephosphorylation (OMFP is methylfluorescein phosphate) | Potency, µM (highest dose often 76.9 µM), for inactives: at the highest dose activity, negative = inhibition, actives largely listed as inhibitors | 330,000 compounds, 0.006% hits | AID 488837, 2010; further: potency means the concentration at half of the fitted maximal effect; on the % scale 0 is the no-effect control and ±100 the full control effect
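Eya2 (0.2 uM) preincubated 10 min at ambient with compound, then OMFP substrate added at 50 uM; 10 min reaction in 50 mM HEPES pH 7.5, 50 mM NaCl, 5 uM MgCl2, 0.05% BSA, 1 mM DTT. Fluorescence read at Ex 485/Em 525 nm.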
B2AR arrestin = qHTS assay of beta-arrestin-biased ligands of beta2-adrenergic receptor; Potency, µM (doses to about 46.1 µM), without a hit: top-dose activation, usual class: activators; 330,000 compounds, 0.02% hits; Beta-2 adrenergic receptor (Homo sapiens), P07550; AID 492947, 2010; beta-arrestin recruitment to beta2AR, cell-based reporter;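 further: potency means the concentration at half of the fitted maximal effect; 0% = DMSO controls and full agonism = EC100 isoproterenol or metaproterenol; nearly all actives have a fitted effect of over 65% in size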
p53 reactivation = qHTS assay for re-activators of p53 using a Luc reporter; H1299 p53-A138V BP100-luciferase reporter, luminescence, 24 h; Potency, µM (series often up to 92.2 µM), for the others: at the highest dose activity change, positive = activation, usual class: activators; 320,000 compounds, 0.063% hits; AID 504706, 2011; further: potency means the concentration at half of the fitted maximal effect; % of control where 0% means no effect; nearly all actives have a fitted effect of over 45% in size
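H1299 (p53-null), stable ts p53-A138V + BP100-Luc; 1000 cells/well, Opti-MEM/10% FBS; cpd 4 pt, 1:5; 24 h, 37 deg C, 5% CO2; detection reagent 10 min RT; luminescence.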
a7 integrin act = qHTS for Activators of Integrin-Mediated Alleviation for Muscular Dystrophy. alpha7betagal myoblasts, beta-gal FDG fluorescence, 48 h. Potency, µM (doses to about 38.3 µM), inactives show at the highest dose activation, usual class: activators. 350,000 compounds, 0.064% hits;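 further: potency means the concentration at half of the fitted maximal effect; 100% = response of the positive control SU9516; nearly all actives have a fitted effect of over 60% in size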
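Alpha7betagal+/- myoblasts (passage 13) were plated 16-24 hr, then exposed to compounds (1:260 dilution of DMSO stock) for 48 hours at 37C. After MPER lysis, β-galactosidase reporter activity was read as FDG fluorescence (ex 480/em 540) after 30 minutes.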
TRPV1 agonist = HTS Assay for Compounds that Act as Agonists of the Vanilloid Receptor 1; Transient receptor potential cation channel subfamily V member 1 (Homo sapiens), Q8NER1; TRPV1-expressing cells, Fluo-8 calcium influx, agonist mode; activation, % at 8.33 µM; 320,000 compounds, 0.19% hits; AID 540275, 2011; in the data active means activation above about 80%; inconclusive means between about 30% and that limit; further: 0% is about no effect
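TRPV1-expressing cells were cultured overnight at 35.5C and loaded with Fluo-8 calcium dye for 40 to 90 min at room temperature. After a 10 s baseline, compound was added and calcium influx was read kinetically for 3 min (ex 480/em 520 nm).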
ELG1 genotoxic = qHTS screen for small molecules that induce genotoxicity in human embryonic kidney (HEK293T) cells expressing luciferase-tagged ELG1; 330,000 compounds, 1.3% hits; Potency, µM (series often up to 46 µM), for inactives: at the top dose activity change, positive = activation, actives largely listed as activators; AID 504466, 2011; HEK293T ELG1-luciferase reporter, luminescence, 16 h; further: potency means the concentration at half of the fitted maximal effect; % of control where 0% means no effect; nearly all actives have a fitted effect of over 60% in size
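HEK293T cells expressing luciferase-tagged ELG1 were exposed to compound or DMSO vehicle for 16 hr at 37 °C and 5% CO2. Luciferase activity was then measured with ONE-Glo after 30 min at room temperature.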
uPA surface inh = qHTS for Inhibitors of Cell Surface uPA Generation | Potency, µM (top dose mostly 38.3 µM), without a hit: at the highest dose activity change, negative = inhibition, most hits filed as inhibitors | AID 540303, 2011 | cell surface uPA generation assay, qHTS | 330,000 compounds, 0.31% hits; active means well fitted inhibition curve with a large enough effect; inconclusive means small, poorly fitted or top-dose-only effect; inactive means no such curve, though single readings can be large or run the other way; tested in mouse RAW 264.7 cells; further: potency means the concentration at half of the fitted maximal effect; on the % scale 0 is the no-effect control and ±100 the full control effect; nearly all actives have a fitted effect of over 55% in size
S-ASM inh = Inhibitors of Secretory Acid Sphingomyelinase (S-ASM): qHTS; placental ASM, HMU-PC fluorogenic substrate, 60 min; Potency, µM (doses to about 57.5 µM), without a hit: top-dose activity change, negative = inhibition, usual class: inhibitors; 340,000 compounds, 0.006% hits; AID 504937, 2011; further: potency means the concentration at half of the fitted maximal effect
Target sequence (P17405 47-631 limits assumed): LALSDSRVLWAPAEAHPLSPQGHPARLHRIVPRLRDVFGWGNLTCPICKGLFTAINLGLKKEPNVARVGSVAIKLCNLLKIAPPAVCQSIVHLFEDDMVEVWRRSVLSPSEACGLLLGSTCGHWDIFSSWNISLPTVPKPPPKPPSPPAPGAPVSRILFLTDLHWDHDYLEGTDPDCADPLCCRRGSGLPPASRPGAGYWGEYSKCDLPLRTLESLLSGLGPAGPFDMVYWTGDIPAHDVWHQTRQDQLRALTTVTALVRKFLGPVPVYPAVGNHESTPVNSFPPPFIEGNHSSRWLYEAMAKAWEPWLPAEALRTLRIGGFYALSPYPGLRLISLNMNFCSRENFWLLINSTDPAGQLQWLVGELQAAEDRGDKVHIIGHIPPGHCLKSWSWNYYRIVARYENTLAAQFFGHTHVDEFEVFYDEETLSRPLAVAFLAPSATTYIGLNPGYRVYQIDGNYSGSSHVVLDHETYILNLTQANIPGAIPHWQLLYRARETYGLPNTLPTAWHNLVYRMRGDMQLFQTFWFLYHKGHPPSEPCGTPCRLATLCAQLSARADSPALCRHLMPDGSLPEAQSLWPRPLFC
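Steps: dispense placental human ASM, pin compound, wait 10 min at room temperature, add HMU-PC0 substrate at 9 uM final, incubate 60 min at 37 °C, add stop solution raising pH to 10, read fluorescence.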
TSG101-PTAP inh = qHTS Assay for Iinhibitors of HIV-1 Budding by Blocking the Interaction of PTAP/TSG101. Potency, µM (top dose mostly 115 µM), for inactives: top-dose activity change, negative = inhibition, usual class: inhibitors. Fluorescence polarization, FITC-PTAP peptide / Tsg101 binding. AID 493005, 2010. 340,000 tested, under 10 active; active means well fitted inhibition curve with a large enough effect in the main read-out, with a control signal flat, not every such curve was filed as active; inconclusive means small, poorly fitted or top-dose-only effect, or effect the other way, or a change in a side signal; inactive means no such curve, though single readings can be large or run the other way; further: potency means the concentration at half of the fitted maximal effect; % of control where 0% means no effect
Target sequence (Q99816 whole entry, looked up): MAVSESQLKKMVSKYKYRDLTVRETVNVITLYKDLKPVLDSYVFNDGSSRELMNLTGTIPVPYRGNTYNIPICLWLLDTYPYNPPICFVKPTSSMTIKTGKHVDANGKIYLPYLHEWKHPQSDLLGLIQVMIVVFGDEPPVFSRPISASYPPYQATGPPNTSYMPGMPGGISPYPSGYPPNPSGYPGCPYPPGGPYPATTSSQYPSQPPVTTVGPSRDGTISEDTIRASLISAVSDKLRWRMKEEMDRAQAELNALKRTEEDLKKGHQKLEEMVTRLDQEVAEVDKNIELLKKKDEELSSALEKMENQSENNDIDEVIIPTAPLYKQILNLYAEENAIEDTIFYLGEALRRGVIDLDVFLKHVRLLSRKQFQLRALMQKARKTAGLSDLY
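Tsg101 binding domain (10 uM final) was mixed with compound and a FITC-labeled PTAP peptide (50 nM final) in HEPES pH 7.5 buffer with NaCl, Tween 20, EDTA and TCEP; fluorescence polarization was read after 20 min at r.t.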
USP2a block = qHTS Assay for Inhibitors of Ubiquitin-specific Protease USP2a Using CHOP2 as the Reporter; Potency, µM (series often up to 38.3 µM), without a hit: top-dose activity change, negative = inhibition, usual class: inhibitors; 330,000 compounds, 0.01% hits; AID 463254, 2010; USP2 core, Ub-CHOP2 coupled fluorogenic reporter, 485/531;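 further: potency means the concentration at half of the fitted maximal effect; plate controls were DMSO wells for no effect and full inhibition by NEM control for full effect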
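Deubiquitinase activity read as fluorescence (485/531 nm) after Ub-CHOP2 cleavage activates the enterokinase reporter on its substrate; USP2 core 10nM, Ub-CHOP2 and substrate 25nM each, 30min compound preincubation then 60min RT; data normalized to NEM, curves fitted.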
BRCA1 expr act = qHTS Assay to Identify Small Molecule Activators of BRCA1 Expression | 380,000 compounds, 1.1% hits | MCF7-BRCA1-FFLuc reporter, luminescence, 48 h; response scale: scaled: vehicle 0%, 10 µM genistein 100% | Potency, µM (doses to about 46.1 µM), for inactives: top-dose activation, actives largely listed as activators; further: potency means the concentration at half of the fitted maximal effect; nearly all actives have a fitted effect of over 80% in size; some results filed as inactive show a strong effect at the top dose
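Luminescence from a BRCA1-driven firefly luciferase in MCF7 cells was the read-out, taken 15 min after substrate addition following 48 h compound exposure at 37 °C. Data were normalized to a 10 microM genistein control and DMSO vehicle.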
The depositor's hits bear a star; ? = inconclusive; . = not tested or not shown; [ ] = another dose, or the depositor's remark. Unless noted, the call rests on the fitted dose curve; in most records, active means well fitted curve in the direction sought with a large enough effect; inconclusive means small, poorly fitted or top-dose-only effect, or another doubt; inactive means no such curve, though single readings can be large; an effect the other way counts as inactive or inconclusive.

1) Cc1cc(C)c(NS(=O)(=O)c2ccc(NC(=O)/C=C/C(=O)O)cc2)c(C)c1
2) O=C(CN(c1ccccc1)S(=O)(=O)c1ccccc1)NCCSc1ccccn1
3) CC(C)Cn1c(CN(C)Cc2ccccc2)nc2c1c(=O)n(C)c(=O)n2C
4) O=C(Cc1cccc2ccccc12)Nc1ccc2c(c1)C(=O)NC2=O
5) C=CCOC(=O)C1=C(C)N=c2s/c(=C3\C(=O)N(CC(=O)O)c4ccccc43)c(=O)n2C1c1ccc(OC)cc1 (stereo not given)
6) OC(COc1ccccc1)Cn1c2ccccc2c2ccccc21 (stereo not given)
7) N#C/C(=C/c1ccco1)c1nc2ccccc2s1
8) CCc1cccc2c(C(=O)CSc3nncn3C)c[nH]c12
9) CCCOC(=O)c1ccc(Cl)c(NC(=O)c2ccc(-c3ccccc3)cc2)c1
10) CN(C)/C=N/C(=S)Nc1ccc(F)cc1
Screen / compound no.	1	2	3	4	5	6	7	8	9	10
Eya2 phos inh	5%	-5%	11%	11%	5%	-3%	1%	-5%	-6%	.
B2AR arrestin	-0.4%	-0.2%	0.0%	0.5%	-0.6%	-1.1%	-1.3%	0.3%	0.3%	.
p53 reactivation	-2%	0%	1%	-3%	6%	9%	?	2%	-1%	.
a7 integrin act	.	-32%	-4%	11%	?	14%	0%	?	-11%	6%
TRPV1 agonist	0	18	10	22	2	4	?	1	3	-1
ELG1 genotoxic	1%	-5%	14%	-2%	0%	-1%	16µM*	15%	1%	.
uPA surface inh	.	1%	?	7%	7%	3%	?	2%	13%	-1%
S-ASM inh	.	-2%	6%	-9%	6%	-6%	5%	-1%	-2%	3%
TSG101-PTAP inh	.	0%	0%	-2%	-11%	-1%	?	-7%	-7%	0%
USP2a block	0%	-2%	2%	3%	1%	1%	8%	2%	0%	.
BRCA1 expr act	.	-17%	-14%	-2%	-7%	-40%	-26%	62%	15%	56%

2 entries from above, with values under each structure.
Sequence of screens – Eya2 phos inh, B2AR arrestin, p53 reactivation, a7 integrin act, TRPV1 agonist, ELG1 genotoxic, uPA surface inh, S-ASM inh, TSG101-PTAP inh, USP2a block, BRCA1 expr act
#8 CCc1cccc2c(C(=O)CSc3nncn3C)c[nH]c12
  -5%, 0.3%, 2%, ?, 1, 15%, 2%, -1%, -7%, 2%, 62%
#9 CCCOC(=O)c1ccc(Cl)c(NC(=O)c2ccc(-c3ccccc3)cc2)c1
  -6%, 0.3%, -1%, -11%, 3, 1%, 13%, -2%, -7%, 0%, 15%

Additional entries
11) O=C(N/N=C/c1cccnc1)C(O)c1ccccc1 (stereo not given)
12) Cc1ccc(S(=O)(=O)N(C)c2nonc2C)cc1
13) COc1ccc(NC(=S)N2CCN(Cc3ccccc3)CC2)c(OC)c1
14) Cc1cc(C)cc(N(CC(=O)NCc2ccco2)S(=O)(=O)c2ccccc2)c1
15) CCc1nnc(NC(=O)COc2ccc([N+](=O)[O-])cc2)s1
16) CCC(C)NCCC(=O)Nc1ccc(Cl)c(S(=O)(=O)Nc2ccc(Cl)cc2)c1 (stereo not given)
17) Cc1ccc(NC(=O)COC(=O)c2ccc(F)cc2Cl)c(Br)c1
18) CNc1cncc(C(=O)O)c1
19) COC(=O)c1ccc(Cn2nnc3c(=O)[nH]c(C4CCCN(S(=O)(=O)c5ccc(C)cc5)C4)nc32)cc1 (stereo not given)
20) Cc1cc(C)cc(OCC(=O)NC(C)c2ccccc2)c1 (stereo not given)
Screen / compound no.	11	12	13	14	15	16	17	18	19	20
Eya2 phos inh	-6%	-5%	3%	10%	-1%	-3%	-11%	3%	-23%	3%
B2AR arrestin	-1.6%	-0.4%	-0.2%	-0.3%	0.4%	-0.8%	-0.1%	0.1%	-0.4%	-0.1%
p53 reactivation	10%	3%	8%	-1%	-3%	-3%	3%	-3%	-3%	-6%
a7 integrin act	-7%	0%	27%	27%	4%	-49%[inhibitor]	-12%	9%	11%	19%
TRPV1 agonist	-2	1	1	8	1	2	10	-3	0	25
ELG1 genotoxic	-2%	-3%	-5%	-14%	0%	-2%	1%	1%	1%	-7%
uPA surface inh	-25%	-1%	-28%	1%	1%	1%	0%	2%	4%	11%
S-ASM inh	1%	0%	2%	-3%	-2%	-1%	-2%	5%	-1%	-1%
TSG101-PTAP inh	-1%	-1%	-4%	-1%	-10%	0%	2%	0%	-5%	0%
USP2a block	-1%	1%	0%	4%	4%	6%	10%	16%	1%	2%
BRCA1 expr act	6%	3%	-1%	-15%	-4%	-17%	-1%	1%	-1%	-21%

21) CN(C)C(/C=C/Nc1ccc(Br)cc1)=C(C#N)C#N
22) Cc1ccc(CNC(=O)c2ccc(N3CCC4(CC3)CC(c3ccccc3)=NO4)c(NC(=O)c3ccccc3)c2)cc1
23) CN(/N=C/c1c[nH]c2ccccc12)c1cnn(-c2ccc(F)c(Cl)c2)c(=O)c1Cl
24) CCN(c1ccccc1)S(=O)(=O)c1ccc(OC)c(NC(=O)CNCCc2ccccc2)c1
25) CCn1cc(C(=O)O)c(=O)c2cc(F)c(N3CCN(C(=S)NC(=O)c4ccc(Br)cc4)CC3)cc21
26) COc1ccc(S(=O)(=O)Nc2ccccc2C(=O)N2CCOCC2)cc1OC
27) Nc1nonc1-n1nnc(C(=O)N/N=C/c2cccc(Cl)c2)c1CSc1ccc(Cl)cc1
28) Cc1cc(C)cc(NS(=O)(=O)c2csc(C(N)=O)c2)c1
29) CCN1CC2=C(OC(N)=C(C#N)C2c2cccs2)/C(=C/c2cccs2)C1 (stereo not given)
30) Cc1cc(NC(=O)COC(=O)C(C)Oc2ccc(Cl)cc2Cl)no1 (stereo not given)
Screen / compound no.	21	22	23	24	25	26	27	28	29	30
Eya2 phos inh	6%	-17%	-4%	-15%	-6%	7%	17%	-10%	1%	-4%
B2AR arrestin	-0.3%	-0.9%	0.1%	0.4%	0.3%	0.1%	0.2%	3.9%	-1.0%	0.0%
p53 reactivation	0%	-5%	2%	5%	-3%	0%	-4%	-2%	3%	5%
a7 integrin act	9%	1%	0%	-63%[inhibitor]	0%	12%	15%	4%	-46%[inhibitor]	10%
TRPV1 agonist	-2	2	-2	0	0	2	21	1	2	-1
ELG1 genotoxic	1%	3%	3%	-13%	-8%	-1%	0%	-2%	-30%	2%
uPA surface inh	2%	10%	-2%	-10%	-1%	0%	-2%	0%	-3%	-6%
S-ASM inh	-4%	0%	-13%	-1%	-4%	0%	-22%	2%	5%	-3%
TSG101-PTAP inh	-1%	-1%	?	-3%	2%	-4%	-5%	-6%	-5%	-8%
USP2a block	-1%	0%	2%	-4%	0%	0%	-4%	-3%	3%	-1%
BRCA1 expr act	-49%	12%	13%	-37%	3%	0%	-14%	-7%	-53%	-7%

31) CC(C)(C)c1ccc(Cn2nnc3c(=O)[nH]c(C4CCCN(C(=O)c5cccs5)C4)nc32)cc1 (stereo not given)
32) CC(=O)Nc1ccc(SCC(=O)NCC2(N3CCCCC3)CCCCC2)cc1
33) COc1ccc(-c2ccnc3c(Br)c(C)nn23)cc1
34) COc1ccccc1-c1oc2ccccc2c1C#CCCCCO
35) CCOC(=O)COc1cc(N)c(Cl)cc1Cl
Screen / compound no.	31	32	33	34	35
Eya2 phos inh	-15%	4%	-9%	-16%	8%
B2AR arrestin	0.5%	-0.7%	2.9%	0.4%	0.2%
p53 reactivation	-4%	-9%	-2%	1%	1%
a7 integrin act	8%	-30%	-10%	4%	0%
TRPV1 agonist	20	.	0	15	5
ELG1 genotoxic	-30%	-1%	0%	2%	0%
uPA surface inh	1%	1%	-17%	9%	1%
S-ASM inh	?	-1%	14%	267%[activator]	-2%
TSG101-PTAP inh	-9%	1%	-5%	-5%	-2%
USP2a block	-13%	-1%	-8%	1%	10%
BRCA1 expr act	-22%	-19%	-29%	-36%	-3%

Screens from PubChem BioAssay.
